# Source: PubChem BioAssay (several laboratories)
# TLR9-MyD88 inh: blocks human TLR9 binding to MyD88; Q9NR96+Q99836; CHO BLA complementation TLR9-MyD88, CCF4 FRET ratio; inhibition, % at 4.98 µM; actives 0.21% (n = 340,000); AID 504734;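 active = inhibition above the mean over all tested compounds plus 3 SD, cut at about 21% in these data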;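 also: 0% = DMSO only wells and 100% = clavulanate BLA inhibitor control wells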
# SRC2 inh: human SRC2 (NCOA2) inhibition. Q15596. HEK293 GAL4-SRC2 luciferase reporter, luminescence. inhibition, % at 9 µM. actives 0.17% (n = 370,000);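 active = inhibition above the mean inhibition of all tested compounds plus 3 SD, set per campaign, cut at about 52% in these data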;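 also: 0% = DMSO treated cells and 100% = cells given Gossypol at 36 µM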
# Target sequence (Q15596 whole entry, looked up, the tested form may be a part): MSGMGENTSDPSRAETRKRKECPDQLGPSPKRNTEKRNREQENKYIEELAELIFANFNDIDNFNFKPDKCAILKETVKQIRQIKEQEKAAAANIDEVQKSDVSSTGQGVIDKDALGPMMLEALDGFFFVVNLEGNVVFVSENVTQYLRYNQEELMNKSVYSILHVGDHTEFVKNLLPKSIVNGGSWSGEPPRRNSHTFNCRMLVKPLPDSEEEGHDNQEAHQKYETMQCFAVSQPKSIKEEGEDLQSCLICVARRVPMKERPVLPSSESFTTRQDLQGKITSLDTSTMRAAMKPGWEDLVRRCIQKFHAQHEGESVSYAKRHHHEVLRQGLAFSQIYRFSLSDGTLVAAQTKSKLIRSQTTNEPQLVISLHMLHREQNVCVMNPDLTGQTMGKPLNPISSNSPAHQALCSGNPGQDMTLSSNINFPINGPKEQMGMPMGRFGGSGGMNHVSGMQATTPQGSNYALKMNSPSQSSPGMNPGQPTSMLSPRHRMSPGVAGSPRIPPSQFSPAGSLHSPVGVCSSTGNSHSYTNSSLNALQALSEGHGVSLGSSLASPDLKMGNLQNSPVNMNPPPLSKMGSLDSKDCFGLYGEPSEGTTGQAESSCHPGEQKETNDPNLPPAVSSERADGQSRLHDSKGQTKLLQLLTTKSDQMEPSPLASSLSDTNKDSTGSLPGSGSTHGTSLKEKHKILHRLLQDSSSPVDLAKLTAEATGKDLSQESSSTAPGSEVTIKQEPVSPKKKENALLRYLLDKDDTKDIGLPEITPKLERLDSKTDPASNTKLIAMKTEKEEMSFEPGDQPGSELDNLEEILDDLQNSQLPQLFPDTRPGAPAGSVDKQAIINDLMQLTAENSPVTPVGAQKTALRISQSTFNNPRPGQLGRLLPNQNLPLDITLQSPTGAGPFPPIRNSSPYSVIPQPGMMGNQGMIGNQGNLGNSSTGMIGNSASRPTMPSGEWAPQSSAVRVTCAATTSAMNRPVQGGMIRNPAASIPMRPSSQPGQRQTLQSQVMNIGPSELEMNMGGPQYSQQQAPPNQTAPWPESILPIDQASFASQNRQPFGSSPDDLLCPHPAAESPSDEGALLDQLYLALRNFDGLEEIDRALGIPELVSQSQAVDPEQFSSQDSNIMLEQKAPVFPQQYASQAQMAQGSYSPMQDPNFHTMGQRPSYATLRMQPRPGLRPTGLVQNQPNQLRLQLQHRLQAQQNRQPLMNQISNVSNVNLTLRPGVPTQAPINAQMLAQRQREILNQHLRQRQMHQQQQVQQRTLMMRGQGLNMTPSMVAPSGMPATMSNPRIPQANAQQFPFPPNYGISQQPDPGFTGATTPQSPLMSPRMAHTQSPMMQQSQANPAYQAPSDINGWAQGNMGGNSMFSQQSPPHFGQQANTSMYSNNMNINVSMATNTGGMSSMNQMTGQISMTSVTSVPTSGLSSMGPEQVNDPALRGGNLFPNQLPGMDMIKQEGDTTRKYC
# MC4R antagonist: antagonists of human melanocortin 4 receptor (MC4R). MC4R-expressing cells, MTII-stimulated cAMP, LANCE TR-FRET. AID 540295. inhibition, % at 6.5 µM. actives 0.48% (n = 360,000). P32245;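 active = inhibition above its plate's cutoff, the mean of tested wells on that plate plus 3 SD, cut at about 29% in these data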;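 also: 0% = Melanotan II alone and 100% = Melanotan II plus saturating MCL0020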
#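 system = U2OS cells with stable human MC4R expression | also added = Melanotan II challenge after compound preincubation | dosing = one concentration, 6.5 µM nominal | incubation = compound 30 min, challenge 1 h, detection 1 h | measured by = TR-FRET with Eu-cAMP and labeled anti-cAMP, 671 nm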
# MC4R ag barr: human MC4R agonism via beta-arrestin; actives 0.98% (n = 360,000); activation, % at 8.9 µM; P32245; U2OS MC4R beta-arrestin complementation, luminescence; percent of melanotan II response, DMSO zero; AID 540308;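 active = activation above a per-plate cutoff, the mean activation of sample wells on that plate plus 3 SD, cut at about 8% in these data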
# NOD2-RIPK2 inh: NOD2-RIPK2 protein interaction inhibition; O43353; CHO BLA complementation NOD2-RIPK2, CCF4 ratio; inhibition, % at 4.98 µM; actives 0.38% (n = 360,000); in the data active = inhibition above about 21%;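 also: 0% = vehicle only and 100% = reference blocker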
# SRC3 inh: inhibitors of human steroid receptor coactivator 3 (SRC3). actives 0.17% (n = 360,000). inhibition, % at 3.6 µM. HEK293 GAL4-SRC3 luciferase reporter, luminescence. Q9Y6Q9. AID 588352;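 active = inhibition above a per-campaign cutoff, the mean of all compounds plus 3 SD, cut at about 60% in these data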;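 also: 0% = DMSO-treated cells and 100% = gossypol-treated cells at 36 µM; higher means less SRC3-driven luciferase light from the GAL4 reporter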
# ABHD5-PLIN5 inh: ABHD5-PLIN5 protein interaction inhibition; inhibition, % at 4 µM; actives 0.78% (n = 360,000); Split G. princeps luciferase complementation, luminescence, 4 h;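 active = inhibition above the mean inhibition across every tested compound plus 3 SD, cut at about 22% in these data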;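 also: 0% = DMSO only wells and the 100% control is not disclosed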
# EBV LMP1 NFkB: inhibitors of Epstein-Barr LMP1-induced NF-kappaB reporter. inhibition, % at 12.5 µM. LMP1-induced NF-kappaB luciferase reporter cells, luminescence. actives 0.69% (n = 350,000); in the data active = inhibition above about 41%;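 also: 0% = neutral control wells and 100% = reference inhibitor control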
# SRC1 inh: inhibitors of human steroid receptor coactivator 1 (SRC1) | Q15788 | HEK293 GAL4-SRC1 luciferase reporter, luminescence | inhibition, % at 3.6 µM | actives 0.12% (n = 360,000) | AID 588354;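 active = inhibition above the campaign mean plus 3 SD, with each screening campaign given its own cutoff, cut at about 60% in these data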;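 also: 0% = DMSO treated cells and 100% = gossypol at 36 µM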
# LRH-1 inv ag: suppresses constitutive activity of human LRH-1; inhibition, % at 3.6 µM; actives 0.13% (n = 360,000); O00482; AID 602396; HEK293T StAR-luciferase reporter, LRH-1 transfected, 24 h;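 active = inhibition above the mean inhibition of all tested compounds plus 3 SD, cut at about 73% in these data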;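 also: 0% = DMSO wells and 100% = reporter-only cells lacking LRH-1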
# NR2F2 inh: NR2F2 (human) inhibition, primary screen | P24468 | HEK293T NGFI-A luciferase reporter, luminescence | inhibition, % at 8.6 µM | actives 0.7% (n = 370,000) | AID 686940;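 active = inhibition above a per-plate cutoff, mean inhibition of test wells between control levels plus 3 SD, cut at about 38% in these data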;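 also: cells cotransfected with COUP-TFII expression vector driving the NGFI-A reporter; 0% = median of COUP-TF2 test wells and 100% = reporter-only cells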
# Numbers without * were called inactive; . = no result given. An excerpt; rates above refer to the full screens.
SMILES,TLR9-MyD88 inh,SRC2 inh,MC4R antagonist,MC4R ag barr,NOD2-RIPK2 inh,SRC3 inh,ABHD5-PLIN5 inh,EBV LMP1 NFkB,SRC1 inh,LRH-1 inv ag,NR2F2 inh
CC1(C)NC(=O)N(CC(O)COc2ccccc2[N+](=O)[O-])C1=O (stereo unspecified),.,4,-4,-1.2,-9,-6,2,4,-43,9,-4
COCCN(C(=O)Nc1ccccc1OC)c1nc2ccccc2s1,-6,-5,-1,-0.6,9,-14,-5,-3,-5,-21,-15
O=C(N/N=C/c1cccnc1)c1cccc(Br)c1,2,-24,24,0.7,3,-38,-4,11,-12,-14,-25
CN(C)S(=O)(=O)c1ccc2oc(SCC(N)=O)nc2c1,-1,-3,0,0.4,-13,15,8,1,9,11,-1
Cn1c(COc2ccc3ccccc3c2)nnc1SCC(N)=O,0,1,-2,-2.2,-2,0,-1,-16,-23,13,-8
O=[N+]([O-])c1ccc(-c2csc(NN=C3CCCC3)n2)cc1,0,-10,0,-5.7,3,-13,-7,-13,-8,-43,14
Cc1ccc(C(=O)Nc2ccc3c(c2)OCO3)cc1NC(=O)c1ccco1,3,-45,-2,-0.8,-9,-22,1,3,-21,-34,4
CC(=O)Oc1ccc(/C(C)=N/N2CCN(Cc3ccc(C)cc3)CC2)cc1,5,-9,1,2.0,4,-2,-9,17,-9,21,8
CCOc1ccc(CCNC(=O)COC(=O)COc2ccc(C#N)cc2)cc1OCC,-9,-3,10,2.7,5,9,2,5,-2,2,-14
CCCCC(c1nnnn1CCOC)N1CCN(C)CC1 (stereo unspecified),-6,-5,-7,0.6,-2,-15,0,1,-2,-6,-6
CC(C(=O)Nc1ccc2c(c1)OCO2)N(C)CC(=O)Nc1ccc(Cl)cc1 (stereo unspecified),3,15,-7,-0.5,-15,5,5,-1,-3,0,-5
O=C(NCc1ccco1)C1CCN(C(=O)c2ccc(Cl)cc2)CC1,6,13,-1,0.4,-9,-1,2,2,6,-19,0
Cc1ccnc(SCC(=O)N2CCN(c3cccc(Cl)c3)CC2)n1,3,-26,-4,-1.9,1,-11,-2,1,-23,7,-6
CCN(CC)C(=O)C1CCN(CC2CC=CCC2)CC1 (stereo unspecified),-5,-29,4,0.6,-3,-11,6,-1,-5,8,-7
C=C1CCN([C@@H](CC(C)C)C(=O)Nc2nc3ccc(Cl)cc3s2)S(=O)(=O)c2ccccc21,-1,2,19,-0.5,7,0,-3,-7,3,-1,3
O=C(Nc1ccc2c(c1)OCCO2)N1CCN(c2ccccc2)CC1,0,0,12,1.1,1,-56,9,2,-27,-21,0
C=C(C)COc1ccc(-c2ncnc(C(F)(F)F)c2-c2ccc(OC)cc2)c(O)c1,0,1,20,1.3,-15,4,-15,3,10,17,-18
Cc1ccc(S(=O)(=O)N2CCN(C(=O)c3cc(-c4cccs4)nn3-c3ccccc3)CC2)cc1,5,-14,0,0.6,-4,-5,4,-21,-9,-5,4
CCC(C)CNC(=O)c1[nH]c(C(F)(F)F)nc1-c1ccccc1 (stereo unspecified),.,11,.,.,14,9,2,.,-12,29,13
Cc1cc(NC(=O)NCc2ccccc2)c(=O)n(Cc2ccc(F)cc2)c1,2,-27,-10,-2.0,3,-6,-5,15,6,-5,16
Cc1ccc[n+](-c2nc([O-])sc2/C=N/Nc2ccc([N+](=O)[O-])cc2)c1,-9,-8,-4,-1.5,3,4,0,-3,-7,6,-15
CCOC(=O)N1CCC(NC(=O)C2CCCN(S(=O)(=O)c3ccc4c(c3)oc(=O)n4C)C2)CC1 (stereo unspecified),-10,13,11,-2.3,-9,2,-1,-12,-5,-1,-2
O=C(CSc1ccc2nnc(-c3ccccn3)n2n1)Nc1ccccc1,-1,7,-2,-1.5,0,8,1,11,10,7,-3
CCC(=O)NCCn1c(C)cc2ccccc21,2,.,3,-0.3,7,16,2,-1,8,5,.
c1ccc2c(c1)SCc1nnc(-c3ccncc3)n1-2,9,-13,6,1.0,0,6,-2,-16,3,-11,6
Cc1ccc(C)c(NS(=O)(=O)c2ccc(OCC(=O)NCC3CCCO3)cc2)c1 (stereo unspecified),-4,-28,-6,-0.2,2,-2,-5,7,-70,8,7
Cc1ccc([C@H]2C[C@H](O)[C@@H](n3cc(COC(=O)c4ccccc4)nn3)CN2C(=O)c2cccs2)cc1,3,-11,-1,-1.3,-1,-12,8,-9,-6,1,3
COc1cccc(C(=O)CSc2nnc(-c3ccco3)n2CC2CCCO2)c1 (stereo unspecified),-10,11,3,-1.3,-8,17,-5,-5,-6,9,-10
CN(C)c1ccc(-c2nc3cnccn3c2Nc2ccc3c(c2)OCCO3)cc1,0,-49,9,-1.4,-5,-28,1,-21,-62,-48,-22
Nc1nc(-c2cc3ccccc3o2)cs1,2,-36,-2,4.5,4,-105,5,-17,-133,-110,-28

# Two entries from above, as tab-separated lines.
canonical_smiles	TLR9-MyD88 inh	SRC2 inh	MC4R antagonist	MC4R ag barr	NOD2-RIPK2 inh	SRC3 inh	ABHD5-PLIN5 inh	EBV LMP1 NFkB	SRC1 inh	LRH-1 inv ag	NR2F2 inh
CN(C)c1ccc(-c2nc3cnccn3c2Nc2ccc3c(c2)OCCO3)cc1	0	-49	9	-1.4	-5	-28	1	-21	-62	-48	-22
O=C(Nc1ccc2c(c1)OCCO2)N1CCN(c2ccccc2)CC1	0	0	12	1.1	1	-56	9	2	-27	-21	0

# More entries follow:
SMILES,TLR9-MyD88 inh,SRC2 inh,MC4R antagonist,MC4R ag barr,NOD2-RIPK2 inh,SRC3 inh,ABHD5-PLIN5 inh,EBV LMP1 NFkB,SRC1 inh,LRH-1 inv ag,NR2F2 inh
COc1ccc(/C=N\N=C2/SC(CC(=O)O)C(=O)N2c2ccc(O)cc2)cc1OC (stereo unspecified),-9,-11,7,-0.9,-7,6,1,4,-18,4,-3
Cc1ccc(C(=O)C2(C)C3c4cc(Br)ccc4OC(=O)C32C(=O)c2ccco2)cc1 (stereo unspecified),-10,-17,9,-0.4,-14,-4,-2,4,2,12,-4
CCn1c(SCC(=O)c2ccc(OC)cc2)nnc1C(C)NC(=O)c1ccc(OC)cc1 (stereo unspecified),4,3,0,-1.9,4,8,3,-5,0,3,12
CCc1nc(=O)c(-c2ccccc2)c(C)n1-c1ccccc1,-7,-3,4,-0.5,-6,-10,-4,7,-13,-8,0
Cc1ccc(OCCC(=O)N(Cc2ccccc2)c2c(N)n(Cc3ccccc3)c(=O)[nH]c2=O)cc1,1,-19,8,-4.0,-4,6,-1,-6,-10,7,-10
CCC(C)NC(=O)CN(c1cc(C)cc(C)c1)S(=O)(=O)c1c(C)[nH]c(=O)[nH]c1=O (stereo unspecified),4,-29,4,-2.0,-18,-11,-7,-1,-7,-3,11
O=C(Nc1cccc(F)c1)c1cc(S(=O)(=O)N2CCC(C(=O)O)CC2)ccc1F,1,11,10,1.0,5,-2,1,3,-5,-1,11
COc1cc(/C=N/NC(=O)c2cc3ccccc3[nH]2)ccc1O,-1,2,5,-1.4,-16,0,1,-1,10,14,-21
COc1ccc(CNC(=O)c2csc(Cc3ccccc3)n2)cc1,11,-22,-5,-1.6,2,-20,-2,-8,-22,-20,-35
O=C1C=C(NCCc2cc(Br)c(O)c(Br)c2)C(=O)c2ncccc21,4,35,-24,-2.8,-5,-6,-35,18,34,14,28
Cc1ccccc1S(=O)(=O)Cc1ccc(C(=O)NCc2ccccc2)o1,-2,-4,2,0.4,-6,0,8,3,9,12,9
COc1ccc(-c2sc(NC(=O)c3ccc(C)cc3)nc2-c2ccc([N+](=O)[O-])cc2)cc1,-5,-21,8,-2.2,0,9,1,5,-3,11,-1
CCCCC(=O)NC(NC(=S)N1CCOCC1)C(Cl)(Cl)Cl (stereo unspecified),-6,-4,0,-2.5,-3,-14,0,5,9,-4,7
Cc1ccccc1NC(=S)N1CCCC1,0,-20,14,1.4,3,24,-1,-1,9,-5,3
COC(=O)c1ccc(N2C(=O)Nc3ccccc3N2O)cc1,-7,-20,-3,-0.5,-14,-2,-2,16,-20,7,8
COc1cccc2c(Cl)c(CC=C(Cl)Cl)c(C)nc12,-3,-20,3,-0.9,4,-3,4,1,-7,14,7
CON=C1C=C(C)C(=O)C(C)=C1C,1,-29,14,-1.5,-14,-6,1,-11,4,1,9
CCc1cc2c(COC(=O)c3cccc(NS(C)(=O)=O)c3)cc(=O)oc2cc1O,0,21,-5,1.0,1,-12,-9,2,22,-2,7

# In the list so far, these have a thiophene ring, fused or not.
SMILES,TLR9-MyD88 inh,SRC2 inh,MC4R antagonist,MC4R ag barr,NOD2-RIPK2 inh,SRC3 inh,ABHD5-PLIN5 inh,EBV LMP1 NFkB,SRC1 inh,LRH-1 inv ag,NR2F2 inh
Cc1ccc(S(=O)(=O)N2CCN(C(=O)c3cc(-c4cccs4)nn3-c3ccccc3)CC2)cc1,5,-14,0,0.6,-4,-5,4,-21,-9,-5,4
Cc1ccc([C@H]2C[C@H](O)[C@@H](n3cc(COC(=O)c4ccccc4)nn3)CN2C(=O)c2cccs2)cc1,3,-11,-1,-1.3,-1,-12,8,-9,-6,1,3

# 4 entries from above, with each value named.
> Cc1ccc(OCCC(=O)N(Cc2ccccc2)c2c(N)n(Cc3ccccc3)c(=O)[nH]c2=O)cc1
  TLR9-MyD88 inh: 1
  SRC2 inh: -19
  MC4R antagonist: 8
  MC4R ag barr: -4.0
  NOD2-RIPK2 inh: -4
  SRC3 inh: 6
  ABHD5-PLIN5 inh: -1
  EBV LMP1 NFkB: -6
  SRC1 inh: -10
  LRH-1 inv ag: 7
  NR2F2 inh: -10
> CCC(C)NC(=O)CN(c1cc(C)cc(C)c1)S(=O)(=O)c1c(C)[nH]c(=O)[nH]c1=O (stereo unspecified)
  TLR9-MyD88 inh: 4
  SRC2 inh: -29
  MC4R antagonist: 4
  MC4R ag barr: -2.0
  NOD2-RIPK2 inh: -18
  SRC3 inh: -11
  ABHD5-PLIN5 inh: -7
  EBV LMP1 NFkB: -1
  SRC1 inh: -7
  LRH-1 inv ag: -3
  NR2F2 inh: 11
> O=C(Nc1cccc(F)c1)c1cc(S(=O)(=O)N2CCC(C(=O)O)CC2)ccc1F
  TLR9-MyD88 inh: 1
  SRC2 inh: 11
  MC4R antagonist: 10
  MC4R ag barr: 1.0
  NOD2-RIPK2 inh: 5
  SRC3 inh: -2
  ABHD5-PLIN5 inh: 1
  EBV LMP1 NFkB: 3
  SRC1 inh: -5
  LRH-1 inv ag: -1
  NR2F2 inh: 11
> COc1cc(/C=N/NC(=O)c2cc3ccccc3[nH]2)ccc1O
  TLR9-MyD88 inh: -1
  SRC2 inh: 2
  MC4R antagonist: 5
  MC4R ag barr: -1.4
  NOD2-RIPK2 inh: -16
  SRC3 inh: 0
  ABHD5-PLIN5 inh: 1
  EBV LMP1 NFkB: -1
  SRC1 inh: 10
  LRH-1 inv ag: 14
  NR2F2 inh: -21
